Assay outcomes from PubChem.
HIF-2a inh – HIF-2a inhibition; 786-0 RCC cells HIF-2a reporter, luciferase luminescence, overnight; 0.72% of 360,000 active; AID 624352; inhibition, % at 18.8 µM;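 active means inhibition of the luminescence signal of 40% or more relative to plate controls, in a single-dose primary screen at 18.75 µM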
Exocytosis inh – lytic granule exocytosis inhibition; TALL-104 LAMP-1 surface exposure, flow cytometry; cells stimulated with thapsigargin and PMA; AID 651702; inhibition, % at 10 µM; 0.66% of 360,000 active;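 active means inhibition above about 55%, limit read from the data; inconclusive means no clear call, values can overlap the other calls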
Peg3 promoter – Peg3 promoter activity inhibition; HeLa PEG-Prom luciferase reporter, luminescence, overnight; inhibition, % at 20 µM; 1.7% of 360,000 active;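 active means inhibition of at least 50% at 20 µM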
PDI turbidity – blocks human protein disulfide isomerase activity | 0.052% of 350,000 active | PDI insulin aggregation turbidity, A650, 90 min | AID 588391 | inhibition, % at 10 µM;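 active means mean inhibition across replicates of 30% or more, whatever share of single replicates reach that level; inconclusive means mean inhibition below 30% while every single replicate reaches 30%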;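 further: absorbance from insulin aggregation driven by PDI reduction with DTT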
Target sequence (P07237 whole entry, looked up): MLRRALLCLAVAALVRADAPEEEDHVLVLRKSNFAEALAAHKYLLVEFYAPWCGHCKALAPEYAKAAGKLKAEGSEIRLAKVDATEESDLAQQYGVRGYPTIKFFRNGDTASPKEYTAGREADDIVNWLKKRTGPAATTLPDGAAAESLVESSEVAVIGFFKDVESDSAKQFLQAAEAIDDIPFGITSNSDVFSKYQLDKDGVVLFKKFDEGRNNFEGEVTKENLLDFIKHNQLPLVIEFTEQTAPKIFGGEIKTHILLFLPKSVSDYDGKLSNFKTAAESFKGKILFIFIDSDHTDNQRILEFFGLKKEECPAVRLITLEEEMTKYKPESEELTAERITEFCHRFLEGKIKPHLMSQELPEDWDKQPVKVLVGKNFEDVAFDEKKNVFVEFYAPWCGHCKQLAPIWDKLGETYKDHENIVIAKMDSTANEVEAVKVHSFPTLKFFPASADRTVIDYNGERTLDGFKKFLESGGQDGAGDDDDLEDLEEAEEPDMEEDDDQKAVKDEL
Vif inh – inhibitors of HIV Vif; HEK293T cells, Vif self-association by quenched fluorescence, imaging, 24 h; inhibition, % at 7.49 µM; 0.35% of 340,000 active; AID 602346; in the data active means inhibition above about 50%, passing the limit was not always enough; inconclusive means no clear call, values can overlap the other calls; inactive means below about 31%; further: some results filed as inactive read as strong as hits
MITF TRPM1 inh – inhibitors of MITF-driven TRPM1 promoter in melanoma cells. SK-MEL-5 TRPM1 promoter luciferase, 24 h. inhibition, % at 12.5 µM. 0.83% of 330,000 active. AID 488899;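 active means mean inhibition across replicates of 60% or more, whatever share of single replicates reaches that level; inconclusive means some that reach 60%, reason not given; inactive means mean inhibition across replicates below 60%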; further: values of inactives mirror those of a sister screen read the other way
CaV13 ICDI inh – Primary screen for inhibitors of IQ motif and Ca2+-dependent inactivation inhibitor domain binding in CACNA1D, Förster resonance energy transfer in living cells, …. HEK cells, CFP/YFP FRET ICDI-IQ, plate reader, 10 min; percent FRET-ratio fall versus neutral wells. inhibition, % at 12.3 µM. 0.098% of 340,000 active. AID 743397;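 active means mean replicate inhibition of at least 30% and at least 1% of replicates passing that level; inconclusive means only one of the two criteria is met; inactive means neither criterion is met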;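 further: 0% = median of the neutral control wells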
aDG glyco up – increases alpha dystroglycan glycosylation. Pro5-aDG cells, alpha-DG glycosylation AlphaScreen (IIH6); 0% Pro5, 100% B10-LARGE cell signal. activation, % at 10 µM. 0.22% of 360,000 active. AID 624168;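 active means activation of at least 8% versus controls, or a plate z-score of at least 8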;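 further: Pro5 are CHO cells carrying HIG-tagged alpha-DG that lacks glycosylation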
NR2E3 ag-1 – agonists of human nuclear receptor NR2E3. 0.12% of 320,000 active. inhibition of corepressor binding, % at 4.78 µM. AID 2300. Q9Y5X4. GST-NR2E3/biotin-RetCOR TR-FRET, 1536-well;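 active means percent inhibition above the cutoff of mean plus 3 SD of all tested compounds, set per screening campaign, cut at about 20% in these data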;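 further: 0% = DMSO wells and 100% = biotin wells as full block of FRET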
Target sequence (Q9Y5X4 whole entry, looked up): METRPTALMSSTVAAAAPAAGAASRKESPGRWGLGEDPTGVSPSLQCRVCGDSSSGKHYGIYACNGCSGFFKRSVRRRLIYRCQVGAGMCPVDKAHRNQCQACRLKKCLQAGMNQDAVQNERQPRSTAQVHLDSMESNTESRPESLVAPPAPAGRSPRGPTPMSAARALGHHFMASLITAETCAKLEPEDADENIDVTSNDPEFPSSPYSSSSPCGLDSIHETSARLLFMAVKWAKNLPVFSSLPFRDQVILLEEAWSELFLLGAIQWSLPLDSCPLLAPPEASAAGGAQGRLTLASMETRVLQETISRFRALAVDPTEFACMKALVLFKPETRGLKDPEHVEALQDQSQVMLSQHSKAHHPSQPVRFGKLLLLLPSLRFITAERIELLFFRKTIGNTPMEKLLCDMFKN
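Format: 1536-well format; test system: GST-NR2E3 and biotin-RetCOR proteins; read-out basis: percent inhibition of TR-FRET ratio; timing: 5 h incubation at 4 °C; detection: time-resolved FRET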
hiPSC survival – enhancers of human iPSC single-cell survival | hiPSC single-cell survival, ATPlite luminescence; 100% = ROCK inhibitor wells, 0% = DMSO | survival enhancement, % at 20 µM | 0.044% of 360,000 active; in the data active means survival enhancement above about 18%;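 further: cells exposed to compounds for 16 hours before the ATP read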
NR2E3 ag-2 – agonists of human NR2E3 nuclear receptor | Q9Y5X4 | CHO-S Gal4-NCOR/VP16-NR2E3 two-hybrid, luciferase | inhibition of corepressor binding, % at 3.98 µM | 0.35% of 360,000 active | AID 602229;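 active means inhibition above the mean of all tested compounds plus 3 SD, cut at about 70% in these data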;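 further: 0% = DMSO with NR2E3 transfected cells and 100% = cells lacking NR2E3 construct; higher means lower luciferase signal from less NR2E3 corepressor binding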
The depositor's hits bear a star; ? = inconclusive; · = no result given.

Sample of the layout:
Each structure is followed by: HIF-2a inh	Exocytosis inh	Peg3 promoter	PDI turbidity	Vif inh	MITF TRPM1 inh	CaV13 ICDI inh	aDG glyco up	NR2E3 ag-1	hiPSC survival	NR2E3 ag-2
> CC1CC2(NC(=O)NC2=O)C(C)CN1C (configuration not stated)
  -1	0	7	12	-5	0	-5	-0.5	9	1.7	-9
> COc1ccc2c(ccn2S(=O)(=O)c2ccccc2)c1
  14	-2	21	3	-4	5	-5	0.1	1	-0.5	-4

The list itself, repeating the preview:
Each structure is followed by: HIF-2a inh	Exocytosis inh	Peg3 promoter	PDI turbidity	Vif inh	MITF TRPM1 inh	CaV13 ICDI inh	aDG glyco up	NR2E3 ag-1	hiPSC survival	NR2E3 ag-2
> CC1CC2(NC(=O)NC2=O)C(C)CN1C (configuration not stated)
  -1	0	7	12	-5	0	-5	-0.5	9	1.7	-9
> COc1ccc2c(ccn2S(=O)(=O)c2ccccc2)c1
  14	-2	21	3	-4	5	-5	0.1	1	-0.5	-4
> CC(c1ccon1)N(C)C(=O)c1cccc(OC2CCN(S(C)(=O)=O)CC2)c1 (configuration not stated)
  -13	15	-5	-1	7	·	-15	-0.4	·	2.6	-31
> CC(C)OC(=O)c1ccc(N2C(=O)C3CC=CCC3C2=O)cc1 (configuration not stated)
  -39	-6	-8	0	·	-10	-5	-0.2	-1	-1.6	-21
> O=[N+]([O-])c1ccc(N=Cc2c(O)ccc3ccccc23)cc1
  6	4	9	13	0	25	8	-0.1	5	0.1	-14
> CC1=CC(C)(C)N2C(=O)C3(C(C#N)=C(N)OC4=C3C(=O)CC(C)(C)C4)c3c(C)c(C)cc1c32 (configuration not stated)
  -12	2	10	6	·	9	-8	0.2	0	1.3	6
> C/C(=N\NC(=O)c1ccncc1)C12CC3CC(CC(C3)C1)C2
  25	-4	-9	0	-1	22	-10	0.1	-1	2.3	-2
> Cc1c(NC(=O)CSc2nc3ccccc3n2C)c(=O)n(-c2ccccc2)n1C
  22	0	7	4	-4	-4	·	0.0	4	-0.7	-19
> CCn1nc(C(=O)NNC(=O)c2ccccc2)c2ccccc2c1=O
  -97	-1	-80	6	-3	-29	-16	0.1	5	0.9	-30
> O=C(c1cc(Br)c(Br)s1)N1CCc2ccccc2C1
  -123	5	-46	11	5	-10	-15	0.3	·	0.0	-34
> CC(=O)Nc1cccc(NC(=O)Cc2nc(-c3ccccc3)sc2-c2ccc(C)cc2)c1
  -24	6	-21	2	-6	3	-6	-0.3	-3	-1.4	10
> Cc1ccccc1C(=O)NC1CC2CCCC(C1)N2CC(C)C (configuration not stated)
  5	1	-1	9	6	·	-6	0.0	·	-1.2	-22
> Nc1sc(-c2ccccc2)c(Cc2ccccc2)c1C(=O)O
  4	-1	-8	18	-1	11	-3	-0.4	-1	6.0	-14
> Cc1cc(C)c(NC(=O)CNC(=O)c2cc([N+](=O)[O-])ccc2N2CCOCC2)c(C)c1
  1	3	-2	2	-4	4	-4	-0.1	-2	0.9	8
> O=C1N=C(N2CCc3ccccc3C2)S/C1=C\c1ccc(O)cc1
  -31	-2	-5	-6	1	5	-6	-0.3	0	-0.1	-30
> N#CCCN(C(=O)COc1ccc(Cl)cc1Cl)c1ccccc1
  15	12	4	8	1	6	-5	-0.2	-2	-2.7	-11
> Clc1ccc(CCNc2ncnc3nc[nH]c23)cc1
  -94	5	-55	2	-28	-6	-5	1.0	3	-0.1	25
> CN1CCN(c2ccccc2NC(=O)COc2ccc(Cl)cc2)CC1
  -14	5	-1	5	-4	-28	-3	0.2	0	-0.4	-17
> CCN1CCN(Cc2c(O)c(Cl)cc3c(C)cc(=O)oc23)CC1
  14	0	3	-2	-9	8	-4	0.0	2	-1.9	-5
> CCCCCCSc1ccc([C@@H]2[C@H]3C(=O)N(C)C(=O)[C@H]3[C@]3(C(=O)OC)CCCCN23)cc1OC
  -9	5	19	-1	-1	-8	-9	-0.3	3	-0.4	-48
> O=C(CSc1ccccc1)N/N=C/c1ccccc1O
  -56	-4	-1	-2	-3	19	-4	2.5	1	3.3	-2
> COc1ccc2[nH]c3c(c2c1)CCN1C(=O)N([C@@H](C)C(=O)NCc2ccc(C)cc2)C(=O)[C@]31C
  12	10	-2	·	0	1	·	-0.2	0	-0.5	-9
> CC(=O)c1sc(NC(=O)CCOc2ccccc2)nc1C
  -101	-2	-90	2	0	-1	-4	0.1	0	0.9	-58
> COc1ccc(CNS(=O)(=O)c2ccc3c(c2)NC(=O)CS3)cc1
  13	0	3	-3	-6	3	-3	0.4	5	0.1	-15
> COc1ccc(Nc2ncnc3c2cnn3-c2ccccc2)cc1OC
  -106	-4	-65	-2	-7	-39	-6	1.4	2	-1.1	-34
> O=c1ccnc(Nc2ccc3c(c2)OCCO3)[nH]1
  9	-1	-9	2	-7	-4	-1	-0.1	3	-0.6	-26
> Cc1cc2ncn(C3CC(=O)N(Cc4ccccc4)C3=O)c2cc1C (configuration not stated)
  9	-3	-1	-6	-2	-1	·	-0.1	4	0.2	3
> O=C(Nc1ccc(N2CCOCC2)c(Cl)c1)c1cccc(F)c1
  -203	3	-300	-5	-12	-79	-5	0.2	1	3.2	-116
> COC(=O)C1CCN(Cc2cc(=O)oc3cc(OC)ccc23)CC1
  16	-4	-21	1	-7	-11	·	0.2	0	-1.1	0
> CCOc1cc(NC(=S)NCC2CCCO2)c(OCC)cc1NC(=O)c1ccccc1F (configuration not stated)
  -8	2	5	-1	-19	-17	-3	0.1	4	-0.6	-16
> Cc1ccc(-c2noc(-c3cccs3)n2)cc1
  -153	2	-242	2	-7	-13	-7	-0.2	-2	-2.8	-115
> CC1(C(=O)Nc2cccc(C#N)c2)CCN1C(=O)c1ccccc1CCc1ccccc1 (configuration not stated)
  11	3	14	10	-4	·	-5	0.3	·	-3.2	0
> COc1ccc(Cc2nnc(CCc3ccccc3)s2)cc1
  -41	0	-35	5	1	-7	-11	-0.1	1	-0.4	4
> Cc1cnc(NC(=O)CSc2nnc(Cc3ccccc3)n2C)s1
  4	4	-2	-2	·	15	·	-0.3	-2	-0.2	-41
> C=CCNC(=S)NCc1ccccc1
  17	6	5	-8	1	-3	-5	0.0	-1	1.8	0
> Cc1noc(C)c1NC(=O)NC(c1ccccc1)c1ccccc1
  12	-2	3	-1	-5	-6	-5	0.0	-2	-0.2	10
> CC#CCOCC1CN(C)C(=O)O1 (configuration not stated)
  5	9	6	-2	·	·	-10	-0.1	·	2.4	-1
> COc1cc(C(=O)OCC(=O)NC2CCCC2)cc(NC(=O)c2ccco2)c1OC
  8	1	0	5	-7	3	-5	0.1	1	2.8	-15
> CCc1ccccc1NC(=O)CN(C)C(=O)CSc1nnc(Nc2cccc(C)c2C)s1
  5	4	9	4	3	1	-4	0.0	0	-0.4	5
> CCOC(=O)C1(C(F)(F)F)N=C(N(C)C)OC(N(C)C)=N1
  6	-7	11	-2	9	-12	-6	-0.1	1	3.2	7
> CCN(C(=O)c1ccc2c(Cl)c3c(nc2c1)CCC3)c1ccc(C)c(C)c1
  7	8	11	·	-7	0	-6	-0.3	0	-1.6	-24
> O=C(CC1SC2=NCCN2C1=O)Nc1ccc(Cl)cc1 (configuration not stated)
  14	-1	9	0	8	1	-4	0.3	-4	-0.8	6
> CCOC(=O)c1[nH]c2cc3c(cc2c1CCCN1C(=O)c2ccccc2C1=O)OCCO3
  15	-1	0	-1	-7	1	-5	-0.1	6	0.0	-4
> Cc1cccc(NC(=O)CSCC(=O)N2CCN(c3cccc(C(F)(F)F)c3)CC2)c1
  9	24	18	0	24	1	-3	0.2	2	0.6	-2
> Cc1ccc(S(=O)(=O)Nc2nc3ccccc3nc2NCC2CCCO2)c(C)c1 (configuration not stated)
  5	0	10	0	0	2	-1	0.1	-1	-0.2	14
> CCCSc1nc2c(cnn2-c2ccc(C)cc2)c(=O)[nH]1
  17	-2	61*	0	5	2	-6	0.9	2	-2.4	-1
> COc1ccc(CC(=O)OCC(=O)Nc2ccc(C(=O)Nc3ccc(OC)cc3)cc2)cc1
  -15	-2	-31	2	0	-12	-4	0.0	0	-0.7	-16
> COc1ccccc1CC1CC(=O)N(c2cccc(Cl)c2C)C1=O (configuration not stated)
  33	?	12	3	1	6	-5	-0.2	2	-0.5	15
> COc1ccc(CNS(=O)(=O)c2cc(-c3cc(C)no3)ccc2OC)cc1OC
  2	-2	3	8	-5	-6	-5	-0.2	-7	-0.4	5
> C#Cc1ccc([C@H]2C=C(C(=O)N3CCN(Cc4ccccc4)CC3)O[C@@H](OCC)[C@@H]2CCCO)cc1
  38	0	0	8	4	-20	-11	0.0	2	0.2	-19
> Cc1cccc(NC(=O)C2COc3ccccc3O2)c1 (configuration not stated)
  -300	-13	-184	-5	-1	-46	-19	0.0	2	-0.6	-22
> CC(=O)N1CCN(c2ccc(NC(=O)c3ccco3)cc2Cl)CC1
  -120	6	-82	9	-5	-25	·	-0.3	-1	1.0	2
> CCN1CCN(CCn2c(=S)[nH]c3ccccc3c2=O)CC1
  6	2	4	-1	3	13	-5	0.7	-1	-2.0	8
> Cc1cccc(NS(=O)(=O)Cc2ccccc2)n1
  -4	0	6	2	10	0	-1	-0.1	-5	1.6	0
> O=C(CN1N=C(c2ccccc2)CCC1=O)NCCCN1CCc2ccccc2C1
  -4	1	5	-2	0	-5	-18	0.5	1	-0.9	-9
> O=C(O)Cn1cc(/C=C2/NC(=O)N(c3ccc(Cl)cc3)C2=O)c2ccccc21
  17	-2	0	·	-5	10	-5	-0.1	3	-1.1	1
> CCOC(=O)N1CCN(c2nc(-c3ccccc3)c3ccccc3n2)CC1
  -5	11	18	-5	14	9	·	1.3	-2	-0.2	-8
> CCCCC(=O)N(C)c1c(C)nc2ccc(C(=O)Nc3cccc(NS(C)(=O)=O)c3)cn12
  4	-8	-2	-8	1	·	-11	0.0	·	4.0	-4
> Cc1cc(C)cc(N2CC(O)Cn3c2nc2c3c(=O)[nH]c(=O)n2C)c1 (configuration not stated)
  13	-10	16	-6	8	16	-2	0.2	·	-0.3	21
> Cc1cc(C(=O)NNC(=O)COc2ccccc2Cl)n[nH]1
  4	-4	-12	1	6	9	-5	-0.1	3	-0.1	2

Following part.
Each structure is followed by: HIF-2a inh	Exocytosis inh	Peg3 promoter	PDI turbidity	Vif inh	MITF TRPM1 inh	CaV13 ICDI inh	aDG glyco up	NR2E3 ag-1	hiPSC survival	NR2E3 ag-2
> CC(=O)Nc1ccc(NC(=O)C/C(C)=N/NC(=O)COc2cc(C)c(Br)cc2Br)cc1
  5	-4	-3	2	-9	18	-2	-0.1	2	0.4	-16
> COc1ccc2cc3c(N)nn(C(=O)c4ccccc4Cl)c3nc2c1
  43*	-1	10	-3	1	34	-3	0.3	6	-0.4	-61
> COCCN(C(=O)CSc1nnc(-c2ccccc2C)n1C)c1c(N)n(Cc2ccccc2)c(=O)[nH]c1=O
  18	-1	3	4	7	-4	-6	-0.1	-1	-0.2	-12
> Cc1ccc(-c2nnc(CSc3nnc(C)s3)o2)cc1
  -74	-1	-109	3	-2	-17	-4	-0.6	1	0.3	-45

Compounds as they come; any-hit rate near 3.5%.
